CR mimetic SO = yeast age-related superoxide inhibition as caloric restriction mimetic; hit rate 0.18% among 330,000; S. cerevisiae aged cells, superoxide DHE fluorescence; stronger effect = lower value; superoxide response (% of plate mean), % at 10 µM; AID 2690;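 active means superoxide response under a set limit, about three screen SD below normal, cut at about 65% in these data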;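 further: yeast aged for seven days with compound at 30 °C before DHE staining; 100% = average MFI of all compound-treated wells on the plate with controls excluded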
MEP2 TOR yeast = modulators of TOR pathway MEP2-GFP in S. cerevisiae. S. cerevisiae MEP2-GFP strain, flow cytometry GFP, 3 h; 100% = DMSO control level. AID 2016. GFP response vs DMSO, % at 10 µM. hit rate 0.51% among 330,000;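 active means GFP response versus DMSO above a set limit, roughly screen mean plus 3 SD, cut at about 180% in these data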;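 further: median GFP fluorescence of the barcode-gated MEP2-GFP cells per well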
LAP4-GFP MLPCN = yeast TOR pathway LAP4-GFP modulation; S. cerevisiae LAP4-GFP multiplex, flow cytometry GFP, 3 h; median GFP as percent of DMSO wells; GFP response vs DMSO, % at 10 µM; hit rate 0.34% among 320,000; AID 2023;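 active means GFP response vs DMSO above a set limit, about the screen mean plus 3 SD, cut at about 150% in these data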
RPL19A TOR yeast = modulators of TOR pathway RPL19A-GFP in S. cerevisiae; S. cerevisiae RPL19A-GFP strain, flow cytometry, 3 h; stronger effect = lower value; percent response vs DMSO, % at 10 µM; hit rate 0.3% among 330,000;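 active means percent response vs DMSO below 50%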;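 further: median channel GFP fluorescence of the barcoded RPL19A-GFP strain; ratio of sample median GFP to plate DMSO average so 100% = DMSO; lower means less RPL19A-GFP as with rapamycin TOR inhibition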
AGP1 TOR yeast = yeast TOR pathway AGP1-GFP modulation; hit rate 0.02% among 320,000; AID 2066; S. cerevisiae AGP1-GFP multiplex flow cytometry, 3 h; GFP as percent of DMSO wells; GFP response vs DMSO, % at 10 µM;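 active means GFP response relative to DMSO above a set limit, near screen average plus 3 SD, cut at about 150% in these data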;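 further: median GFP channel fluorescence of the gated AGP1 strain per well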
CIT2-GFP yeast = modulators of TOR pathway CIT2-GFP in S. cerevisiae. hit rate 0.065% among 320,000. GFP response vs DMSO, % at 10 µM. S. cerevisiae CIT2-GFP strain, flow cytometry, 3 h; 100 means same as DMSO wells. AID 2029;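 active means GFP response relative to DMSO above a set limit, near the screen mean plus 3 SD, cut at about 150% in these data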;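 further: ratio of well median GFP fluorescence to mean of DMSO wells on the plate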
Efflux pump inh = antifungal efflux pump inhibition, Nile Red retention | S. cerevisiae Candida pump triplex | inhibition, % at 10 µM | hit rate 0.44% among 330,000;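 active means plate passing quality check with inhibition over a set limit, or well fluorescence over plate mean plus 4 SD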;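 further: Nile Red retained in pooled yeast measured as flow cytometry median fluorescence; 0% = buffer negative control and 100% = Enniatin B positive control; higher means more Nile Red kept so more efflux inhibition; some compounds called inactive have numbers as strong as hits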
AHR activator = human AHR activation; activation, % at 5 µM; P35869; hit rate 2.5% among 320,000; AHR-responsive luciferase reporter cells, luminescence; in the data active means activation above about 47%;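 further: 0% = vehicle wells and 100% = reference agonist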
Target sequence (P35869 whole entry, looked up): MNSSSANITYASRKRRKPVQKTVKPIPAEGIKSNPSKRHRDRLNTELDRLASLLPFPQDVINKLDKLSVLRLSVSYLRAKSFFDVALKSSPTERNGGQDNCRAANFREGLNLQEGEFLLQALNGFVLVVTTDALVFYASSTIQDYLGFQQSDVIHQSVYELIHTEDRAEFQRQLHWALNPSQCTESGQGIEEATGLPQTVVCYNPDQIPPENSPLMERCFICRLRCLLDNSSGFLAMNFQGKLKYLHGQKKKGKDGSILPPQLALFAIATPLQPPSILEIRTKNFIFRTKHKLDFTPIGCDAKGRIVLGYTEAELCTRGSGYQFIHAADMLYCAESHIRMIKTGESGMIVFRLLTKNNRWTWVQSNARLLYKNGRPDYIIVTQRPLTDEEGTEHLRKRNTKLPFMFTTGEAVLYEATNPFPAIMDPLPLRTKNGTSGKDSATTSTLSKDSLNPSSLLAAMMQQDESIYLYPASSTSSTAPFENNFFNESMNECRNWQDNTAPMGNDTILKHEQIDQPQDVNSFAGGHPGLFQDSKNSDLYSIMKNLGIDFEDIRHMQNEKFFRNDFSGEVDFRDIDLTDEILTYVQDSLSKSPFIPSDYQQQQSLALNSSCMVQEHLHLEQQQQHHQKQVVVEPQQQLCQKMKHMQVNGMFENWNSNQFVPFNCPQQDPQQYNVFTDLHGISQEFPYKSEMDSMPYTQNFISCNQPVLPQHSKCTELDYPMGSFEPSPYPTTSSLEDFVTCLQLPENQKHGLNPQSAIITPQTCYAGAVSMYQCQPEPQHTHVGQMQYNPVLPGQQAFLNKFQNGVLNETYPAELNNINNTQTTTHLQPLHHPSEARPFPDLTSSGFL
Starred values were filed as active, the others as inactive; x = not tested or not shown.

SMILES	CR mimetic SO	MEP2 TOR yeast	LAP4-GFP MLPCN	RPL19A TOR yeast	AGP1 TOR yeast	CIT2-GFP yeast	Efflux pump inh	AHR activator
O=C(c1nc2ccccn2c1CN1CCC(Cc2ccccc2)CC1)N1CCCC1	97	93	97	97	104	103	-0.2	0
O=C1Nc2c(Br)cccc2C1=O	99	92	83	91	93	93	-0.1	19
CNC(=O)CN(c1ccc(F)cc1)S(=O)(=O)c1cc(C)ccc1OC	67	103	98	96	101	104	0.1	1
O=C1N(c2cccc(Cl)c2)C(c2ccccc2)N2CCCN12 (configuration not stated)	113	95	104	101	103	99	0.2	1
c1ccc(Cc2nnc3sc(-c4ccc5c(c4)OCCO5)nn23)cc1	115	93	99	90	94	94	0.1	46
COc1ccc(CC(=O)Nc2cc(C)ccc2O)cc1OC	102	95	90	95	100	89	-0.2	0
O=C1C(SCCO)=C(SCCO)C(=O)c2ccccc21	107	110	147	105	83	97	0.0	58*
CCN(CC(=O)Nc1c(F)cccc1F)C(=O)c1cc2c(cc1Cl)N1CCCCCC1=NS2(=O)=O	98	103	99	97	98	94	0.0	0
COc1cc(S(=O)(=O)N2CCN(c3ccccn3)CC2)ccc1Br	94	93	87	98	98	104	0.0	-1
CCCNC(=O)CC(NS(=O)(=O)c1ccc(NC(C)=O)cc1)C(C)C (configuration not stated)	113	100	91	99	91	106	-0.1	-2
COc1ccc(-n2nc(C(=O)NCC(=O)N3CC(C)CC(C)C3)c3ccccc3c2=O)cc1OC (configuration not stated)	98	103	95	100	92	103	0.1	2
CCOC(=O)c1ccc(NC(=S)N(CCCN2CCN(C)CC2)Cc2cccs2)cc1	105	96	98	101	99	99	-0.1	-1
O=C(NCc1ccccc1CN1CCOCC1)c1ccc(-n2cccn2)cc1	90	99	96	99	97	99	-0.3	7
CC1=CC(c2ccccc2)n2nc(NC(=O)CCC(=O)O)nc2N1 (configuration not stated)	101	99	97	95	104	101	0.1	4
CCOC(=O)c1ccc(NC(=O)COc2ccc(CNC3CCCCC3)cc2OC)cc1	103	114	113	109	106	109	0.2	4
Cc1ccc(Nc2cc(-c3ccccc3)nc3ncnn23)cc1	105	91	104	96	86	94	0.3	-7
CC(C)(OC(=O)NC(=O)C(F)(F)F)C(C)(C)OC(=O)NC(=O)C(F)(F)F	89	108	100	103	100	98	0.3	0
CN(Cc1ccccc1)C(=O)CN(C)S(=O)(=O)c1ccc(F)cc1	118	105	96	106	79	69	-0.1	0
CCOc1cc(CNc2ncc(-c3ccc(OC)cc3)n2C)ccc1O	106	93	91	97	99	97	0.1	2
COc1ccc(C2=NOC(C)(c3nnc(-c4ccccc4)o3)C2)cc1 (configuration not stated)	81	97	136	97	86	92	0.0	2
CCN(C(=O)CSc1ncccc1C(=O)Oc1cccc([N+](=O)[O-])c1)c1cccc(C)c1	97	96	84	98	97	96	0.0	4
CC1CCCN(Cc2nc3c(c(=O)n(C)c(=O)n3C)n2CC(=O)c2ccccc2)C1 (configuration not stated)	87	98	92	99	94	110	-0.1	1
COc1cccc(NC(=O)CN(C)C(=O)[C@@H]2CCCN2C(=O)c2cccs2)c1	86	98	98	96	105	97	-0.3	3
Cc1nnc(NC(=O)C(C)Sc2nnc(CNC(=O)c3ccccc3F)n2C)s1 (configuration not stated)	105	88	87	90	86	81	0.2	0
CCOc1ccccc1-n1c(C)cc(C=O)c1C	94	107	96	108	96	103	0.1	1
CN1CCNC(=O)C1CC(=O)NCC1(c2ccccc2)CCCCC1 (configuration not stated)	91	107	90	103	96	101	0.1	0
O=C1CC(NS(=O)(=O)c2cccs2)CN1c1ccc(F)cc1 (configuration not stated)	100	97	95	96	104	86	0.0	-3
Cc1ccc(S(=O)(=O)NCCCCCC(=O)NC(C)(C)CO)cc1	85	115	102	100	101	104	0.1	0
C=CCn1c(SCC(=O)c2cc(C)n(Cc3cccs3)c2C)nnc1-c1ccncc1	86	108	95	98	100	98	0.0	12
c1ccc(-c2nnc(-c3ccccn3)s2)nc1	92	100	105	105	100	96	0.1	65*
CCOC(=O)Nc1ccc(S(=O)(=O)NCc2ccccc2)cc1	97	106	94	97	102	99	-0.1	2
COc1ccc(CCNC(=O)c2ccc3nc(-c4ccco4)c(-c4ccco4)nc3c2)cc1OC	86	109	96	92	28	106	-0.1	3
CCCCCCn1c(SCC(C)C)nc2c1c(=O)[nH]c(=O)n2C	96	98	98	95	98	96	0.2	0
CCOc1ncccc1C(=O)N=C1SCCN1C(=O)c1cccnc1OCC	86	113	92	98	100	97	0.0	7
COc1ccc(CN(C)C(C)C(=O)Nc2ccc(S(=O)(=O)N3CCCCC3)cc2)c(OC)c1 (configuration not stated)	83	100	103	98	91	89	0.0	-1
CC(Oc1ccc2c3c(c(=O)oc2c1)CCC3)C(=O)NCCN1CCOCC1 (configuration not stated)	96	111	101	104	108	102	0.2	2
CC(=O)N1CCC(O)(c2ccc3c(c2)OCO3)CC1	107	111	100	108	106	112	0.0	0
Clc1cccc(N/N=C/c2ccncc2)c1	84	104	100	101	98	104	0.1	9
N#C/C(=C\c1ccc(Cl)cc1)C(=O)NC1CC1	89	95	103	98	102	98	0.2	-3
Cc1cccc(NC(=O)CC2Nc3cccc4cccc(c34)NC2=O)c1 (configuration not stated)	99	103	101	106	109	102	-0.1	75*

Only AGP1 TOR yeast, RPL19A TOR yeast and LAP4-GFP MLPCN, for 6 of the compounds above:
structure	AGP1 TOR yeast	RPL19A TOR yeast	LAP4-GFP MLPCN
CCCCCCn1c(SCC(C)C)nc2c1c(=O)[nH]c(=O)n2C	98	95	98
CCOc1ncccc1C(=O)N=C1SCCN1C(=O)c1cccnc1OCC	100	98	92
COc1ccc(CN(C)C(C)C(=O)Nc2ccc(S(=O)(=O)N3CCCCC3)cc2)c(OC)c1 (configuration not stated)	91	98	103
CC(Oc1ccc2c3c(c(=O)oc2c1)CCC3)C(=O)NCCN1CCOCC1 (configuration not stated)	108	104	101
CC(=O)N1CCC(O)(c2ccc3c(c2)OCO3)CC1	106	108	100
Clc1cccc(N/N=C/c2ccncc2)c1	98	101	100

The results go on:
SMILES	CR mimetic SO	MEP2 TOR yeast	LAP4-GFP MLPCN	RPL19A TOR yeast	AGP1 TOR yeast	CIT2-GFP yeast	Efflux pump inh	AHR activator
Cc1ccc(NC(=O)C2CC(=O)Nc3nc4ccccc4n32)c(C)c1 (configuration not stated)	108	97	101	101	107	103	0.0	-1
CC1(C)CCCC2=C1CC1C(=O)N(c3ccccc3)C(=O)C1C2 (configuration not stated)	100	98	104	101	99	104	0.0	-1
O=C(Nc1ccon1)c1nc[nH]c1C(=O)N1CCN(c2ccccc2)CC1	117	95	98	98	100	94	0.2	-4
CN(c1ccccc1)S(=O)(=O)c1ccc(Cl)c(C(=O)Nc2ccncc2)c1	96	93	100	98	99	107	0.1	0
CCOc1ccc(N(CC(=O)Nc2cccc(OC)c2)S(=O)(=O)c2c(C)noc2C)cc1	97	102	97	104	105	103	-0.2	7
CC(C)OC(=O)C1C(=O)CC(C)(O)C(C(=O)OC(C)C)C1c1cccc([N+](=O)[O-])c1 (configuration not stated)	91	93	110	97	101	96	0.0	0
O=C(O)c1cc(O)c2c(c1)[C@@H]([C@H]1c3cc(C(=O)O)cc(O)c3C(=O)c3c(O[C@@H]4O[C@H](CO)[C@@H](O)[C@H](O)[C@H]4O)cccc31)c1cccc(O[C@@H]3O[C@H](CO)[C@@H](O)[C@H](O)[C@H]3O)c1C2=O	128	106	104	96	100	94	0.8	-2
CCOC(=O)N1CCN(C(=O)/C(=C/c2ccc(Cl)cc2)NC(=O)c2ccccc2)CC1	85	101	105	99	103	103	-0.1	2
CCOP(=O)(O)c1ccccc1OCCCCCOc1ccccc1P(=O)(O)OCC	81	99	93	96	98	93	-0.1	-1
COc1ccc(CN(C)C(=O)Cc2ccsc2)c(OC)c1OC	100	102	102	101	102	97	0.1	1
CCOc1ccc(N2C(=O)c3cccnc3C2Nc2ccc(C)cc2)cc1 (configuration not stated)	100	103	100	102	103	x	0.0	0
N#CC1=C(N)C2=CCCC[C@H]2[C@H](c2ccc(Br)cc2)C1(C#N)C#N	97	97	105	94	98	93	-0.1	6
CC1CCC(NCC(=O)Nc2cccc(S(N)(=O)=O)c2)CC1 (configuration not stated)	106	102	98	116	106	111	0.0	-1
CCCOc1ccc(-c2nc(C#N)c(N3CCc4ccccc4C3)o2)cc1	94	101	106	94	93	88	0.1	-2
CC[C@H](C)[C@H](NC(=O)OCc1ccccc1)C(=O)OCC(=O)Nc1ccc(N2CCOCC2)cc1	86	97	108	100	109	108	0.0	-1
CN(CCCNC(=O)Cn1cc2c(n1)CCCC2)C1CCCCC1	94	93	105	97	103	100	-0.2	3
CCOC(=O)c1sc(NC(=O)CN2C(=O)C3CC=CCC3C2=O)nc1C (configuration not stated)	110	102	107	100	107	107	0.0	1
CN(C)N1C(N)=C(C#N)C(c2ccc(Cl)cc2)C2=C1CCCC2=O (configuration not stated)	95	108	98	104	99	101	0.0	1
COc1ccc(CC(=O)NNC(=O)CN(C)S(=O)(=O)c2ccc(Cl)cc2)cc1OC	93	95	92	95	95	105	-0.1	0
COc1ccc(CCNC(=O)c2ccc3c(c2)N(Cc2ccccc2)CCS3)cc1OC	82	105	94	96	94	95	0.2	2
COc1ccc(CCNC2=CC(=O)N(c3ccc(F)cc3)C2=O)cc1	94	101	94	90	89	92	-0.1	-1
Cc1c(NC(=O)COC(=O)CSc2ccc([N+](=O)[O-])cc2)c(=O)n(-c2ccccc2)n1C	93	94	94	92	93	92	0.2	0
COC(=O)c1cc(Br)c(=O)n(CCN(C(C)C)C(C)C)c1	91	98	93	91	91	95	-0.1	0
CCOC(=O)C1(CC2CC2)CCN(Cc2cn(C)c3ccccc23)CC1	95	106	94	107	100	111	0.0	12
CC1(C)Cc2noc(N)c2C(C)(C)N1OC(=O)c1ccccc1	94	96	98	100	101	101	0.0	0
O=c1[nH]nc2n1CCCCC2	103	112	104	101	101	100	0.0	-1
Cc1ccc(O)c(C(CC(=O)N2CCCC2)c2ccccc2)c1 (configuration not stated)	114	109	102	106	108	109	-0.1	25
Nc1nnnn1N=C1CCCCC1	92	100	101	102	102	102	-0.1	-1
O=C(NC(=S)Nc1ccc(S(=O)(=O)Nc2nccs2)cc1)c1ccc(F)c(F)c1	97	101	93	103	101	106	-0.2	3
Cc1ccc(-c2nnc(Nc3ccc4c(c3)OCO4)c3ccccc23)cc1S(N)(=O)=O	110	162	115	106	102	100	-0.3	36
CC(=O)c1c(C(C)=O)c(C)n(-c2ccc3ncccc3c2)c1C	93	105	98	101	96	94	0.0	2
CN(C)CCNC(=O)C(=O)NCC1OCCN1S(=O)(=O)c1cc(F)ccc1F (configuration not stated)	104	100	80	104	99	105	0.0	1
COc1ccc(CN2CCNC(=O)C2CC(=O)NC2Cc3ccccc3C2)c(OC)c1 (configuration not stated)	101	104	84	100	93	108	0.5	5
C/C(Cc1ccccc1)=N\NC(=O)CNC(=O)c1ccccc1Cl	110	111	109	98	106	102	-0.1	2
Fc1ccc(F)c(CNc2ncnc3cc(Cl)ccc23)c1	103	108	89	108	105	107	0.0	18
Cc1cc(C)n(CCCNCC(O)c2ccccc2)n1 (configuration not stated)	95	98	94	97	108	91	0.0	1
CCCCC1CC(CSc2ncn[nH]2)OC1=O (configuration not stated)	104	95	104	97	99	97	-0.3	3
CCCCNC(=O)Nc1cc(C(=O)OC)ccc1Cl	83	105	99	96	96	97	0.0	3
CC(NC(=O)Cc1ccc(S(=O)(=O)N2CCOCC2)s1)c1ccc(Cl)cc1Cl (configuration not stated)	94	104	98	104	99	102	1.7	-1

Some values from the list:
LAP4-GFP MLPCN with C=CCn1c(SCC(=O)c2cc(C)n(Cc3cccs3)c2C)nnc1-c1ccncc1 → 95
LAP4-GFP MLPCN with CN(c1ccccc1)S(=O)(=O)c1ccc(Cl)c(C(=O)Nc2ccncc2)c1 → 100
